Pf Dd2 growth: inhibitors of Plasmodium falciparum Dd2 growth | P. falciparum Dd2 growth, SYBR Green, 72 h | Potency, µM (top dose mostly 28.9 µM), for inactives: top-dose activity, negative = inhibition, hits mostly inhibitors | actives 4.3% (n = 120,000) | AID 1347417; active = well fitted inhibition curve with a large enough effect; inconclusive = small, poorly fitted or top-dose-only effect; inactive = no such curve, though single readings can be large or run the other way;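 note: plate controls were DMSO vehicle for no effect and reference drug for full effect; nearly all actives have a fitted effect of over 65% in size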
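Infected erythrocytes (Dd2, 0.3% parasitemia, 2.5% hematocrit final) are added to compound in RPMI-1640/Albumax II medium, grown 72 h at 37C in low oxygen, then lysed with saponin/Triton-X containing SYBR Green and read by fluorescence.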
* hit, by the source's call; i = inactive; u = inconclusive; [ ] = dose if it differs, or a comment. Potency is the fitted concentration of half-maximal effect. These rows are one share of the data, so the mix of outcomes need not match the whole.

Start of the listing, in advance (2 entries):
| mol | Pf Dd2 growth |
| --- | --- |
| Cc1ccc(NC(=O)N2C[C@@H](F)C[C@H]2C(=O)N2CCCCC2)cc1C | 1.0% |
| Cc1cccc(N2CCN(Cc3cc(=O)oc4cc(C)ccc34)CC2C)c1 (stereo unspecified) | -4.6% |

Main list, previewed entries included:
| mol | Pf Dd2 growth |
| --- | --- |
| Cc1ccc(NC(=O)N2C[C@@H](F)C[C@H]2C(=O)N2CCCCC2)cc1C | 1.0% |
| Cc1cccc(N2CCN(Cc3cc(=O)oc4cc(C)ccc34)CC2C)c1 (stereo unspecified) | -4.6% |
| O=C(NCc1cccs1)c1ccc2c(c1)sc1nc(-c3ccccc3)cn12 | u |
| C[C@]1(CO)[C@H]2Cc3sc(-c4ccccc4)nc3[C@@H](CC(=O)O)[C@]2(C)CC[C@H]1O | -11.2%[44.1 µM] |
| CC(C)Oc1ccc2c(NC(=O)c3cccnn3)nn(CC(F)(F)F)c2c1 | u |
| O=C(c1ccccc1Cl)N1CCC(n2cc(-c3nc(-c4ccccc4)no3)nn2)CC1 | i |
| Cc1cccc(C)c1OCC(=O)NCC1(N2CCOCC2)CCCCC1 | -23.7% |
| CC(C)OCCCNc1nc2c(S(=O)(=O)c3ccc(Br)cc3)nnn2c2ccccc12 | 4.6% |
| Cc1ccc(CN2CCc3nc(SCC(=O)Nc4cccc(C)c4C)[nH]c(=O)c3C2)cc1 | 15.0% |
| CC(C)(C)CN1CCC2(CC1)CN[S+](=O)([O-])c1cccnc1O2 | 8.91µM* |
| CCN1CCN(C(=O)CC2CCCN(c3cnn(CC4CC4)c(=O)c3)C2)CC1 (stereo unspecified) | u |
| Cn1cc(CN[C@H]2C[C@H]3C(=O)NC[C@@H](CCC(=O)NCc4ccccc4)N3C2)c2ccccc21 | u |
| COc1ccc2c(c1)c(=O)c(C(=O)c1ccc(F)cc1)cn2CC(=O)Nc1ccc2c(c1)OCO2 | u |
| CC(C)CNc1nccc(C2(c3ccccc3Cl)CCNCC2)n1 | 5.01µM* |
| CCN(CC)C(=O)c1ccc2c(c1)N(Cc1ccccc1F)C(=O)c1ccccc1S2=O (stereo unspecified) | u |
| COc1ccc(N(C(=O)c2ccccc2F)S(=O)(=O)c2ccc3c(c2)n(C)c(=O)n3C)cc1 | 23.5% |
| O=C(NCC1COc2ncncc2C(=O)N1Cc1ccccc1)c1ccn[nH]1 (stereo unspecified) | -14.9%[44.1 µM] |
| COc1cccc(NC(=O)c2cc3c(=O)n(Cc4cccnc4)ccc3nc2C)c1 | -24.3% |
| CCOCCn1cnc2sc(C(=O)Nc3ccccc3C(=O)OC)c(C)c2c1=O | -0.4% |
| O=C(O)CCC1CCCN(S(=O)(=O)c2cccc(F)c2)C1 (stereo unspecified) | u |
| Cc1nn(C)c(C)c1S(=O)(=O)NC1CCc2nn(CC3CC3)c(=O)n2CC1 (stereo unspecified) | i |
| CCCn1ccnc1-c1c(-c2ccccc2)ncn1CCCC(=O)OC | 1.2% |
| COCCNC(=O)c1ccc2nccn2c1 | 15.1%[44.1 µM] |
| CN(C(=O)CCc1ccc2c(c1)OCO2)C1CCCN(C2Cc3ccccc3C2)C1 (stereo unspecified) | u |
| CCCN1CCC[C@H]1c1nc(-c2ccc(NCCOC)nc2)no1 | -7.5%[44.1 µM] |
| CN1CCC(N2CC[C@H](c3nnc(-c4ccc(Cl)cc4)o3)C2)CC1 | i |
| CC(C)c1ccc(NC(=O)CSC2=Nc3ccccc3C3=NC(CC(=O)NCc4ccco4)C(=O)N23)cc1 (stereo unspecified) | u |
| COCC(=O)N1CCC(N(Cc2cccnc2)C2CCOCC2)CC1 | 154.1%[activator] |
| COc1cccc(C(=O)N2CCC(C(NC(=O)c3ccccc3C)C(=O)NCC(C)C)CC2)c1 (stereo unspecified) | i |
| COCCOC1CCOC2(CCN(C(=O)C3(c4ccc(OC)cc4)CC3)CC2)C1 (stereo unspecified) | u |
| O=c1[nH]nc2n1CCN(Cc1cc(F)c(F)c(F)c1)CC2 | 15.2% |
| O=C(NCc1ccc(F)cc1)c1cnc2c(c1)N([S+](=O)([O-])c1cccnc1)CCC2 | -17.7%[44.1 µM] |
| CCN(CCNC(=O)C1CCN(c2cn[nH]c(=O)c2)C1)Cc1ccccc1 (stereo unspecified) | i |
| CC(C)NC(=O)N1CCC(c2noc(-c3cnccn3)n2)C1 (stereo unspecified) | 87.9%[activator][5.79 µM] |
| CCOC(=O)c1cc(S(=O)(=O)NCc2ccc(C)cc2)[nH]n1 | i |
| COCCNC(=O)c1ccc(OC2CCN(C/C=C/c3ccco3)CC2)c(Cl)c1 | -29.3% |
| O=C(NCCc1ccc(Cl)cc1)c1ccc(CS(=O)(=O)c2ccc(Cl)cc2)o1 | 53.2%[activator] |
| O=C1CC2CCCC(C1)N2C(=O)c1cccc(Cl)c1 | 12.0%[44.1 µM] |
| COc1ccc2c(c1)C1(CCN(C(=O)Nc3ccc(OC)c(OC)c3)C1)C(=O)N2 (stereo unspecified) | 27.8% |
| COc1ccccc1OCCC1CCN(C(=O)Cc2c[nH]c3ccccc23)C1 (stereo unspecified) | -9.4% |
| O=C(NC1CCCCC1)N1Cc2[nH]cnc2C[C@H]1c1nc(-c2ccccc2)no1 | u |
| CC(C)CCN1CCNC(=O)C1CC(=O)N(C)Cc1nc2ccccc2[nH]1 (stereo unspecified) | 2.2% |
| Cc1nn2c(c1-c1cccc3cn[nH]c13)N(C(=O)c1cccc(Cl)c1)CCC2 | -20.2%[44.1 µM] |
| COc1ccccc1C(=O)N1CCC(c2n[nH]c(=O)n2-c2ccccc2)CC1 | -16.2% |
| O=C(O)c1ccccc1C(=O)N[C@H]1CO[C@H]2[C@@H]1OC[C@@H]2n1nnnc1Oc1ccc(-n2cncn2)cc1 | 4.4% |
| O=C(c1ccc2c(c1)OCO2)N1[C@H]2CC[C@@H]1c1cnc(-c3ccc(F)cc3)nc1C2 | 0.0% |
| O=C(Cc1ccc(F)cc1)N1CCN(C2CCN(Cc3cccnc3)C2=O)CC1 (stereo unspecified) | u |
| CCOC(=O)c1ccc(NC(=O)CC2C(=O)N(c3ccccc3)C(=O)N2Cc2cccs2)cc1 (stereo unspecified) | i |
| COc1ccc(CC(=O)NCC(=O)N2CCN(c3ccccn3)CC2)cc1 | 0.0% |
| COC(=O)c1c(-c2ccc(Cl)cc2)noc1N1CCN(c2ccc(C)cc2C)CC1 | 8.91µM* |

An excerpt from above in order of heavy-atom count, lowest first:
| mol | Pf Dd2 growth |
| --- | --- |
| O=C1CC2CCCC(C1)N2C(=O)c1cccc(Cl)c1 | 12.0%[44.1 µM] |
| COc1ccc(CC(=O)NCC(=O)N2CCN(c3ccccn3)CC2)cc1 | 0.0% |
| Cc1nn2c(c1-c1cccc3cn[nH]c13)N(C(=O)c1cccc(Cl)c1)CCC2 | -20.2%[44.1 µM] |
| O=C(NC1CCCCC1)N1Cc2[nH]cnc2C[C@H]1c1nc(-c2ccccc2)no1 | u |
| COC(=O)c1c(-c2ccc(Cl)cc2)noc1N1CCN(c2ccc(C)cc2C)CC1 | 8.91µM* |
| O=C(O)c1ccccc1C(=O)N[C@H]1CO[C@H]2[C@@H]1OC[C@@H]2n1nnnc1Oc1ccc(-n2cncn2)cc1 | 4.4% |

Continued:
| mol | Pf Dd2 growth |
| --- | --- |
| COc1ccc(CCNC(=O)c2sc3nc4n(c(=O)c3c2C)CCCC4)cc1OC | u |
| CCOc1ccc(N2CC(c3nc4ccccc4n3CCOc3ccccc3OC)CC2=O)cc1 (stereo unspecified) | 12.6µM* |
| O=C(COc1ccccc1Cl)Nc1nnc(S(=O)(=O)N2CCCC2)s1 | -1.0% |
| CCC(=O)N1CCC(CC)(N2CCN(S(=O)(=O)c3cccc(C(F)(F)F)c3)CC2)C1 (stereo unspecified) | u |
| Cc1cc(C)n2nc(C(=O)N3CCN4C(=O)CN(C)C(=O)C4C3)cc2n1 (stereo unspecified) | u |
| O=C(c1ccccc1)N1CCn2c(nn(-c3cccc(Cl)c3)c2=O)C1 | u |
| O=C(NCC1CC1)c1cn2ccnc(-c3ccccc3)c2n1 | -20.8% |
| COc1cccc(-c2nc3c([nH]2)CC(C)(C)CNC3=O)c1OC | -0.6% |
| CCOC(=O)c1c(C)oc2nc(C)nc(NCc3ccccc3Cl)c12 | u |
| COc1ccc(NS(=O)(=O)c2ccc3c(c2)n(C)c(=O)c(=O)n3C)cc1Cl | u |
| O=C(NCc1cccnc1)c1nc(-c2ccccc2)c2ccccn12 | 10µM* |
| COc1ccc(-c2ccc3nnc(CNC(=O)c4ccoc4)n3n2)cc1 | i |
| COc1ccc(OCC(=O)NC2CC(=O)N(c3cccc(OC)c3)C2)cc1 (stereo unspecified) | 13.4% |
| CN(CC1CCOCC1)C(=O)NCc1cccc(F)c1 | 7.2% |
| Cc1cc(CN2CCC(N3CCNC3=O)CC2)no1 | 10.8%[44.1 µM] |
| Cn1c(CCNC(=O)C2Cn3cccc3C(=O)N2)nc2ccccc21 (stereo unspecified) | 12.7% |
| CN1[C@@H](CCC(=O)NCc2ccco2)CNC(=O)[C@@H]2[C@H]1CCN2Cc1ccccc1 | -3.3%[44.1 µM] |
| CCc1ccc(C(=O)N2CCN(C(=O)c3nnn4c3COC(c3ccc(OC)cc3)C4)CC2)cc1 (stereo unspecified) | u |
| O=C(NCCc1ccc(Cl)cc1)c1ccc(CS(=O)Cc2cccc(Cl)c2)o1 (stereo unspecified) | 12.1% |
| CCCCCC(=O)Nc1nc2c(s1)C[C@@H]1[C@](C)(CO)[C@H](O)CC[C@@]1(C)[C@@H]2CC(=O)NCc1cc(F)cc(F)c1 | 7.94µM* |
| COC(=O)c1sc2cccc(F)c2c1S(=O)(=O)NCc1ccccc1Cl | 59.4%[activator] |
| O=C1N(C2CCNCC2)C(c2ccccc2)C12CCCC2 (stereo unspecified) | 5.01µM* |
| CC1(COc2ccc3[nH]ccc3c2)COc2ccc(C(=O)NC3CC3)cc2N1 (stereo unspecified) | u |
| CN(C)CC1(COc2cccnc2)C[C@@H](O)[C@@H](O)C1 (stereo partly specified) | 11.6%[44.1 µM] |
| CCCN(CC1CCOC1)C(=O)Nc1cc(C)ccc1OC (stereo unspecified) | -1.6%[5.79 µM] |
| CCOc1ccc(NS(=O)(=O)c2ccc3c(c2)CCN3C(C)=O)cc1 | 12.3% |
| CC(=O)Nc1cccc(C(=O)NCc2nnc3ccc(-c4ccccc4)nn23)c1 | i |
| CC(C)c1ccc(Nc2c(-c3ccccn3)nc3ccccn23)cc1 | 4.47µM* |
| CC(C)NC(=O)N1Cc2ccccc2OC2(CCN(C)CC2)C1 | i |
| CCOCCCNC(=O)C(c1ccccc1)N(Cc1ccc2c(c1)OCO2)C(=O)c1ccc(NC(C)=O)cc1 (stereo unspecified) | -13.1% |
| Cc1nnc(-c2cc(-c3cccc(CO)c3)ccn2)n1Cc1cccnc1 | i |
| COc1ccc(CC(=O)N2CCC[C@H]2c2nc(-c3ccc(OC)c(OC)c3)no2)cc1Cl | i |
| Cc1cc(C)cc(NC(=O)c2sc3nc4n(c(=O)c3c2C)N=C(c2ccccc2)CS4)c1 | -12.9% |
| CCOc1ccc(NC(=O)Cn2c(=O)nc(-c3ccccc3)c3ccccc32)cc1 | 3.5% |
| Cc1cc(C)c(NC(=O)Cn2c(=O)n(-c3ccc(CC(=O)NCC4CCCO4)cc3)c(=O)c3ccccc32)c(C)c1 (stereo unspecified) | 5.9% |
| CCOC(C)c1ccc(-c2cc(C)n[nH]c2=O)cc1 (stereo unspecified) | -13.8% |
| N[C@@H](Cc1cnc[nH]1)C(=O)N1CCC2(CC1)CN(CCOc1ccccc1)C(=O)O2 | i |
| CCOc1ccc(C(=O)Nc2ccc3c(c2)OCCO3)cc1Br | 12.2% |
| CN(Cc1ccccc1)C(=O)C[C@@H]1CCNC[C@@H]1Cc1cc(CC2CCCCC2)on1 | u |
| CC(C)c1noc(-c2cn(C3CCN(C(=O)c4cccc(OC(F)(F)F)c4)C3)nn2)n1 (stereo unspecified) | 140.6%[activator] |
| CCOC(=O)c1sc(NC(=O)c2cc(-c3ccc(F)cc3)on2)c(C(=O)OCC)c1C | u |
| CCN(CC)CCNC(=O)C12CCCC=C1N(Cc1ccccc1)C(=O)CC2 (stereo unspecified) | u |
| CN1CCCCCCN(Cc2cn(C)c3ccccc23)[C@H]2CCC[C@H]2C1=O | u |
| Cc1cnc(C(=O)N2CCC(N3C(=O)C4(CCCC4)C3c3ccccc3)CC2)cn1 (stereo unspecified) | u |
| Cc1cccc(C(=O)N2C(C(=O)NCc3ccccc3)COC23CCN(C(=O)CC(C)C)CC3)c1 (stereo unspecified) | i |
| NS(=O)(=O)c1ccc(CCNC(=O)c2ccc3nc(Cc4ccccc4)oc3c2)cc1 | 4.6% |
| Cc1ccc(-n2ncc(C(=O)NCCCN3CCCCC3)c2C2CCN(C(=O)OC(C)(C)C)CC2)cc1 | 10µM* |
| CC(C)(C)c1ccc(-c2cn(C[C@H]3CC4CCN3C[C@@H]4C(=O)NC3CCCCC3)nn2)cc1 (stereo partly specified) | -12.1% |
| CC(C)C[C@H](NC(=O)c1csc2nc(-c3cccc(C(F)(F)F)c3)cn12)C(N)=O | -21.7% |
| CC(=O)Nc1ccc(-c2ccc(=O)n3c2[C@@H]2C[C@@H](CN(C(=O)c4ccco4)C2)C3)cc1 | -12.8%[44.1 µM] |

Going on with the list.
| mol | Pf Dd2 growth |
| --- | --- |
| Cc1cc(C)nc(SCc2ccc(C(=O)N3CCCC[C@H](N(C)C)C3)o2)n1 | u |
| Cc1cccc(NC(=O)c2sc3nc4n(c(=O)c3c2C)N=C(c2ccc(F)cc2)CS4)c1C | -2.5% |
| Cc1nn2c(c1-c1ccccc1Oc1ccccc1)N(C(=O)c1cccc(C#N)c1)CCC2 | -17.6%[44.1 µM] |
| Cc1nc(-c2c3n(c(=O)n(Cc4ccc(OC(F)(F)F)cc4)c2=O)CCCCC3)no1 | u |
| CCCCCn1c(=O)c2c(nc3n2CCN3c2ccc(Br)cc2)n(C)c1=O | 19.8% |

Screening results as filed in PubChem.
